Bioassay records from PubChem BioAssay.
MEKK2wt PB1 HTS – modulators of MEK5 binding to wildtype MEKK2, primary screen, biochemical, multiplex bead flow cytometry, Alexa488-MEK5. Mitogen-activated protein kinase kinase kinase 2 (Homo sapiens), Q9Y2U5. Alexa488-MEK5 binding to MEKK2 WT; actives lie on both sides. binding response (% of control), % at 10 µM. 290,000 compounds, 1.1% hits. AID 1531, 2009; in the data active = binding response below about 67% or above about 130%
MEKK3 PB1 HTS – modulators of MEKK3-MEK5 PB1 binding, primary screen, biochemical, wildtype MEKK3, multiplex bead flow cytometry, Alexa488-MEK5; bead-based flow cytometry, Alexa488-MEK5 binding to MEKK3; actives lie on both sides; 0 = blocked by unlabeled MEK5, 100 = vehicle; Mitogen-activated protein kinase kinase kinase 3 (Homo sapiens), Q99759; binding response (% of control), % at 10 µM; 290,000 compounds, 1.4% hits;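 active = binding response more than 3 SD above or below the average of its plate-row segment, actives on both sides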;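 also: Alexa488 bead fluorescence after subtracting the streptavidin-only scavenger bead signal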
Target sequence (Q99759 whole entry, looked up): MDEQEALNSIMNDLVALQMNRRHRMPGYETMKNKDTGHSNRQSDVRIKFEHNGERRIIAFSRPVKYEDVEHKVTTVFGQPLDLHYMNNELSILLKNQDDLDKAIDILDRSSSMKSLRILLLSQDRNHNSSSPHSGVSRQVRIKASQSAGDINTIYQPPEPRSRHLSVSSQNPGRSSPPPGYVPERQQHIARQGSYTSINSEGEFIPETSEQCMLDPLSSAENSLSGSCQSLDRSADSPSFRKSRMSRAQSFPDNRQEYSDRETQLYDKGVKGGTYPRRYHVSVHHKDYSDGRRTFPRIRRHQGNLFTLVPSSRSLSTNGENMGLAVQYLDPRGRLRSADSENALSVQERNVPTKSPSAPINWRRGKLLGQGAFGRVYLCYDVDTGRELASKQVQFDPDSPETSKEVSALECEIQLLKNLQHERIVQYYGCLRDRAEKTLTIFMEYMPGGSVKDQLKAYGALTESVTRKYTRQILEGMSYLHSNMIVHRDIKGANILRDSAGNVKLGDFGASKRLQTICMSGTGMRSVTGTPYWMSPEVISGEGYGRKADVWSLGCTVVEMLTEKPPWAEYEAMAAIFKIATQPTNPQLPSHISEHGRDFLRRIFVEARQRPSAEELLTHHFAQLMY
PHOSPHO1 block – PubChem AID 1565; Phosphoethanolamine/phosphocholine phosphatase (Homo sapiens), Q8TCT1; recombinant PHOSPHO1, absorbance phosphatase assay; inhibition, % at 13.3 µM; 290,000 compounds, 1.1% hits; in the data active = inhibition above about 60%
V1aR counter – agonists of human V1a receptor, primary screen, counter-screen for OXTR agonist project, fluorescence, CHO-V1R cells | Fluo-8 calcium fluorescence, agonist mode; 0% DMSO, 100% 3 nM vasopressin | activation, % at 3 µM | 320,000 compounds, 0.25% hits | AID 2797, 2010;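 active = activation above the mean activation of all tested compounds plus 3 SD, per screening run, cut at about 20% in these data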;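 also: signal is peak over basal fluorescence ratio across a 100 second FLIPR read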
OXTR ag – human OXTR agonists, primary screen, fluorescence, CHO-OTR cells, Fluo-8 calcium. Oxytocin receptor (Homo sapiens), P30559. Fluo-8 calcium fluorescence; normalized: DMSO 0%, oxytocin 100%. activation, % at 3 µM. 320,000 compounds, 0.32% hits;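 active = activation above the mean of all tested compounds plus 3 SD, cutoff set per screening run, cut at about 20% in these data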;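 also: peak over basal fluorescence ratio from a 100 s FLIPR kinetic read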
Target sequence (P30559 whole entry, looked up): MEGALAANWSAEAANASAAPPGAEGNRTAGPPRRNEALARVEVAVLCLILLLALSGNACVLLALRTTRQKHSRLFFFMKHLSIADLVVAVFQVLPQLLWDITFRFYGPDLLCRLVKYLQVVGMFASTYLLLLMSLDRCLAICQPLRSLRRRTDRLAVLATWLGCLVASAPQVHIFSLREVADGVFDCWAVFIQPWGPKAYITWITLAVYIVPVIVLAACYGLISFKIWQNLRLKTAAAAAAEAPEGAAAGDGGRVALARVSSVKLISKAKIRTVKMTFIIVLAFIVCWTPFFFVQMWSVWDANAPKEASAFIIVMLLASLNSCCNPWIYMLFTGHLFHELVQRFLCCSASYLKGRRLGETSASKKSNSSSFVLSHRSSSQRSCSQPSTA
NALP1 yeast inh – NALP1 inflammasome inhibitors in reconstituted yeast, colorimetric, S. cerevisiae, triplicate retest; S. cerevisiae NALP1/ASC/caspase-1 growth, X-gal OD620, 72 h; inhibition, % at 10 µM; 280,000 compounds, 0.61% hits; AID 2071, 2009; in the data active = inhibition mostly above about 24%, no sharp cut-off; inactive = mostly below about 32%; also: some compounds called inactive have numbers as strong as hits
GPR7 antagonist – GPR7 receptor antagonists, primary screen, cell-based, fluorescence, single concentration. Neuropeptides B/W receptor type 1 (Homo sapiens), P48145. inhibition, % at 4.4 µM. 290,000 compounds, 1.1% hits. GPR7-expressing cells, fluorescence antagonist assay; in the data active = inhibition above about 16%, passing the limit was not always enough;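 also: cells stimulated with the agonist NPW; 0% = agonist with vehicle and 100% = vehicle without agonist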
GalR3 antag – GalR3 antagonists in HEK293 cells, primary screen, cell-based, fluorescence readout | Galanin receptor type 3 (Homo sapiens), O60755 | HEK293 GalR3-CNG cAMP membrane potential fluorescence; galR3 body fused to GalR1 C-terminus | inhibition, % at 3 µM | 360,000 compounds, 0.44% hits | AID 651719, 2012;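 active = inhibition above the screen-wide average plus 3 SD, cut at about 13% in these data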;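 also: forskolin and galanin both at EC90 stimulate the cells; cAMP rise reported by CNG channel membrane potential dye signal; 0% = forskolin plus galanin with DMSO and 100% = forskolin alone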
MEKK2mut PB1 HTS – MEK5 binding signal on mutant MEKK2 PB1, primary screen, biochemical, multiplex bead flow cytometry, Alexa488-MEK5; percent response, % at 10 µM; 290,000 compounds, 0.35% hits; Alexa488-MEK5 binding to MEKK2 mutant; in the data active = percent response above about 24%, passing the limit was not always enough; also: inactives centre near 1; some results filed as inactive read as strong as hits; reference of the scale not given here
* marks the source's active call; other numbers are inactive results; . = not tested or not shown.

Structure,GalR3 antag,MEKK2wt PB1 HTS,MEKK3 PB1 HTS,PHOSPHO1 block,OXTR ag,GPR7 antagonist,MEKK2mut PB1 HTS,NALP1 yeast inh,V1aR counter
Cc1ccc(S(=O)(=O)NC2=NCCCCC2)cc1,-3.0,106.0,97.0,-4.5,-0.3,-0.1,9.0,13.8,-0.7
O=C(CSc1ccc(Cl)cc1)Nc1cc(-c2nc3ncccc3o2)ccc1Cl,-1.9,114.0,104.0,-3.8,-2.1,-14.2,13.0,14.9,-0.4
O=C(Cc1ccccc1)N1CCCC(c2nc(-c3cccs3)no2)C1 (configuration not stated),-7.3,100.0,105.0,10.6,0.4,-6.4,-1.0,40.0,1.3
CCOC(=O)CNC(=O)Nc1cccc(Cl)c1C,-2.9,76.0,70.0,12.2,-0.6,-0.2,-5.0,-3.6,0.2
O=C(Cn1cccn1)N1CCCC(N2CCN(c3cccc(C(F)(F)F)c3)CC2)C1 (configuration not stated),0.3,102.0,101.0,.,.,-4.4,2.0,9.6,.
Cc1ccccc1C(=O)NC1CC(C)(C)NC(C)(C)C1,-1.1,110.0,87.0,.,-0.1,1.7,-1.0,.,0.7
CCN(CC)C(=O)CSc1nc2ccc(NC(=O)CSc3nccn3C)cc2s1,0.1,108.0,108.0,5.3,0.3,-5.5,6.0,-7.5,0.4
CC(=O)/C(C#N)=C1\NC(=O)C(Cc2ccccc2C)S1 (configuration not stated),-5.8,93.0,87.0,46.4,0.2,-14.2,-23.0,.,1.0
Cn1c(-c2ccc3c(c2)OCO3)cnc1NCc1cccc(O)c1,-2.8,85.0,83.0,42.9,-0.4,-0.9,-3.0,-6.8,0.9
CC1(c2ccccc2Cl)NC(=O)N(CC(=O)NCc2ccc3c(c2)OCO3)C1=O (configuration not stated),-9.2,98.0,100.0,28.0,1.3,9.8,-8.0,18.3,0.7
N#CC(C#N)=C1C=C2C=C(N3CCOCC3)CCC2CC1 (configuration not stated),-4.0,86.0,90.0,21.0,.,34.1*,-12.0,-18.5,.
CN(C(=O)Cc1c(C(=O)O)n(C)c2ccccc12)c1cccc(C(F)(F)F)c1,-12.1,109.0,108.0,14.0,0.2,-10.8,6.0,-5.4,-0.1
CC(=O)c1cccc(NC(=O)NCCS(C)=O)c1 (configuration not stated),.,102.0,100.0,-2.9,1.8,-5.0,2.0,-0.9,0.1
CCCn1nnnc1NCc1ccc(F)cc1,-2.4,95.0,102.0,-1.8,-0.3,-6.2,-5.0,-3.1,0.0
O=C(O/N=C(\c1ccccc1)c1ccccn1)c1cccc2ccccc12,-2.9,104.0,107.0,-29.5,-0.1,-2.6,3.0,17.1,-0.1
Cc1cccc(C(=O)O/N=C2/CC3CCC2(C)C3(C)C)c1 (configuration not stated),5.2,99.0,94.0,1.1,-2.4,-7.2,2.0,2.8,1.2
COC(=O)c1ccc(Nc2cc(C)nc(-c3ccccc3O)n2)cc1,-4.1,101.0,99.0,24.2,0.0,2.8,3.0,-0.5,0.8
Clc1cc(Br)ccc1NCc1cccnc1,-9.4,105.0,107.0,38.1,-0.5,-5.2,5.0,19.7,1.6
Cc1cc(Br)ccc1NC(=S)N1CCOCC1,-5.5,92.0,97.0,2.6,1.1,-17.5,-4.0,.,2.4
Cc1cccc(N2C(=O)c3ccc(C(=O)Nc4c[nH]c(=O)[nH]c4=O)cc3C2=O)c1,-3.8,96.0,107.0,0.1,1.0,-4.3,5.0,.,0.2
Cc1nc(SCC(=O)Nc2cccc(C(=O)O)c2)n[nH]1,-0.1,101.0,102.0,-0.1,-0.5,-11.4,0.0,-8.8,-0.1
O=C(c1ccco1)N1CCCN(Cc2nc(-c3cccs3)no2)CC1,-4.0,91.0,100.0,24.0,-0.1,-2.5,-10.0,8.4,0.5
Cc1ccc(S(=O)(=O)N(C)C)cc1NC(=O)C(C)NC(C)c1cccs1 (configuration not stated),-6.1,94.0,96.0,26.5,1.2,16.5,-6.0,18.3,-0.1
CSc1nsc(SCC(=O)Nc2ccccc2)n1,-7.5,100.0,103.0,19.0,2.1,8.5,-1.0,35.5,3.3
CCn1c(C)nnc1SCC(=O)Nc1cccc(C(F)(F)F)c1,-2.3,95.0,98.0,44.1,0.8,12.2,-13.0,11.0,1.8
Cc1ccc(NC(=O)c2cc(S(=O)(=O)Nc3ccc(C)cc3)cs2)cc1,-2.2,103.0,104.0,.,0.8,-13.1,10.0,.,2.6
CCOc1ccccc1N(C)C(=O)c1cn(CC)c(=O)c2cc(OC)c(OC)cc12,-11.3,98.0,96.0,27.3,.,-16.4,-3.0,14.3,.
Cc1ccc(NC(=O)c2ccc(OCC3CCCO3)cc2)cc1 (configuration not stated),-1.7,98.0,97.0,2.6,3.1,-7.0,0.0,19.1,4.0
CCc1ccc(-c2csc3nc[nH]c(=O)c23)cc1,-4.2,101.0,99.0,2.8,-2.7,-16.6,16.0,15.2,-0.5
N#Cc1c(NC(=O)COC(=O)c2ccc(F)cc2)sc2c1CCC2,-4.9,102.0,107.0,8.3,-1.5,5.2,3.0,8.8,0.2
COc1cccc(C(C(=O)NCc2ccccc2)N(C(=O)c2csnn2)C2CC2)c1 (configuration not stated),-5.7,98.0,101.0,30.4,2.9,-6.1,-1.0,-12.0,5.6
COC(=O)c1ccccc1NC(=O)CSc1n[nH]c(CC(C)C)n1,5.7,99.0,100.0,1.2,-0.6,-14.8,-1.0,.,-0.5
O=C(/C=C/c1ccc(Cl)c(Cl)c1)NCCCn1ccnc1,-3.1,114.0,101.0,39.0,1.4,1.7,13.0,-6.3,0.6
C=C1c2cc(C)ccc2NC(=O)N1c1ccccc1,-3.1,105.0,107.0,7.1,-1.6,-9.0,1.0,26.2,0.3
O=C1c2ccccc2CC1(Cc1ccccc1)Cc1ccccc1,-3.5,85.0,93.0,8.0,-0.7,-8.2,-9.0,-3.4,0.5
O=C(COc1ccc(/C=N/NS(=O)(=O)c2ccccc2)cc1)Nc1cccc(Cl)c1,-6.6,103.0,104.0,15.9,0.7,-0.1,4.0,2.5,-0.1
Cc1cnc(C)c(N2CCC(C(=O)NCc3ccco3)CC2)n1,0.6,100.0,100.0,-0.3,-0.2,-9.0,-2.0,21.1,0.1
NC(=O)c1ccc[n+](CC(=O)c2ccc(Br)cc2)c1,-4.0,104.0,111.0,0.1,0.3,-1.0,4.0,-1.5,-0.2
CCOC(=O)Cn1c(C)cc(=O)c2cccc(C)c21,-1.8,101.0,104.0,-3.3,-2.0,0.6,0.0,0.2,-0.9
CC(C)=CCN1CCN(Cc2coc3ccc(C)cc3c2=O)CC1CCO (configuration not stated),-10.1,105.0,95.0,49.4,0.6,-12.8,10.0,8.2,-0.8

Of the compounds above, 2 contain a COOH group.
Structure,GalR3 antag,MEKK2wt PB1 HTS,MEKK3 PB1 HTS,PHOSPHO1 block,OXTR ag,GPR7 antagonist,MEKK2mut PB1 HTS,NALP1 yeast inh,V1aR counter
CN(C(=O)Cc1c(C(=O)O)n(C)c2ccccc12)c1cccc(C(F)(F)F)c1,-12.1,109.0,108.0,14.0,0.2,-10.8,6.0,-5.4,-0.1
Cc1nc(SCC(=O)Nc2cccc(C(=O)O)c2)n[nH]1,-0.1,101.0,102.0,-0.1,-0.5,-11.4,0.0,-8.8,-0.1

Next part
Structure,GalR3 antag,MEKK2wt PB1 HTS,MEKK3 PB1 HTS,PHOSPHO1 block,OXTR ag,GPR7 antagonist,MEKK2mut PB1 HTS,NALP1 yeast inh,V1aR counter
CCN(CC)C(=O)C(=O)Nc1cccc(Br)c1,-2.4,102.0,100.0,17.9,-0.6,-12.4,2.0,14.9,0.2
Cc1ccc(CN2CCN(Cc3c(C)nn(-c4ccc(F)cc4)c3C)CC2CCO)o1 (configuration not stated),-6.0,100.0,109.0,18.8,-0.4,-4.2,-4.0,2.1,-0.4
O=c1[nH]c(-c2ccccn2)cc2ccccc12,-0.8,98.0,101.0,-10.6,-0.4,4.5,-1.0,33.3,0.0
Cc1ccc(NC(=S)NC(=O)C2CCCC2)cc1C,-2.8,97.0,101.0,17.4,0.6,-6.0,2.0,15.7,0.2
COC(=O)c1c(NC(=O)CN2CCN(c3ccccc3OC)CC2)c2cc(C)ccc2n1C,-0.5,94.0,100.0,31.0,-0.7,-4.5,-4.0,22.6,-0.6
Cc1noc(NS(=O)(=O)c2ccc(N/C=C\C(=O)c3cccc4ccccc34)cc2)c1C,-3.9,97.0,100.0,24.5,1.8,-8.9,-1.0,9.6,1.1
CC1(C)Cc2c(sc3c2C(=O)N(c2ccccc2)C2=NCCN23)CS1,-1.0,103.0,100.0,-40.1,-0.6,2.5,2.0,1.7,0.0
Cc1ccc(S(=O)(=O)NCCC(=O)Nc2nccs2)cc1,-7.3,99.0,104.0,-21.4,-0.2,-4.1,-1.0,-4.1,0.6
NC(=S)N/N=C/c1ncc(C(F)(F)F)cc1Cl,.,99.0,104.0,3.1,0.8,-8.0,5.0,3.5,3.5
CC(Oc1ccc2c3c(c(=O)oc2c1)CCC3)C(=O)NCC1CCC(C(=O)O)CC1 (configuration not stated),-6.8,93.0,95.0,13.5,-0.8,-10.3,-2.0,20.4,1.6
Cc1ccc(/C(O)=C2\C(=O)C(=O)N(Cc3cccnc3)C2c2ccccc2[N+](=O)[O-])cc1 (configuration not stated),-4.5,98.0,98.0,-6.9,-2.1,-4.0,-1.0,15.4,-1.3
COc1ccc(S(=O)(=O)N2CCOCC2)cc1C(=O)N1CCCCC1,0.2,108.0,100.0,-6.7,0.9,-13.6,5.0,10.5,0.6
Cc1cc(S(=O)(=O)NC2CC(C)(C)NC(C)(C)C2)c(Cl)cc1Cl,-6.9,120.0,110.0,39.1,4.6,-3.3,1.0,-8.0,0.6
